NOD1 NF-kB reporter: inhibition of NOD1-driven NF-kB reporter – cell-based, luminescence, uHTS, primary screen (AID 1578) | NOD1-driven NF-kB luciferase reporter cells, luminescence; higher % means a stronger effect | inhibition, % at 4 µM, or EC50 in µM where a hit was titrated | actives 1% (n = 290,000); in the data active = inhibition mostly above about 36%, no sharp cut-off; inactive = mostly below about 34%;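 note: HEK-293T reporter cells stimulated with the NOD1 agonist gamma-tri-DAP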
KOR beta-arrestin-1: kappa opioid receptor activators – cell-based, luminescence, uHTS, primary screen (AID 1777) | KOR beta-arrestin recruitment, luminescence; higher % means a stronger effect | one-dose activation, % at 10 µM; EC50 in µM for titrated hits | actives 0.02% (n = 280,000); in the data active = activation above about 50%, passing the limit was not always enough; note: a part of the inactive calls stands beside numbers as strong as those of hits
CSM14.1 death rescue: rescue of cells from ER stress-induced death, primary screen, 384-well, CSM14.1, thapsigargin, ATP luminescence (AID 1222). 190,000 tested, under 10 active. cellular ATP content (survival), % at 20 µM, or EC50 in µM where a hit was titrated. CSM14.1 thapsigargin-induced death rescue, ATP luminescence; higher % means a stronger effect;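 active = EC50 below 50 µM in the dose-response confirmation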;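 note: death triggered by thapsigargin at about 15 µM added after 2 h compound pretreatment; cell ATP read after overnight thapsigargin exposure of roughly 18 to 22 hours; normalized against plate controls of thapsigargin alone and 5% DMSO vehicle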
NTR1 ag: agonists of NTR1, primary screen, imaging, U2OS cells, beta-arrestin-GFP, high content (AID 493036); NTR1-U2OS beta-arrestin-GFP spot imaging, agonist mode; activation, % at 20 µM; actives 0.17% (n = 330,000);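 active = activation at or above 40% of the spot to cytoplasm intensity ratio, with at least 20 cells analyzed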;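 note: 0% = DMSO without peptide and 100% = 100 nM NTR1 peptide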
Target sequence (P30989 whole entry, looked up): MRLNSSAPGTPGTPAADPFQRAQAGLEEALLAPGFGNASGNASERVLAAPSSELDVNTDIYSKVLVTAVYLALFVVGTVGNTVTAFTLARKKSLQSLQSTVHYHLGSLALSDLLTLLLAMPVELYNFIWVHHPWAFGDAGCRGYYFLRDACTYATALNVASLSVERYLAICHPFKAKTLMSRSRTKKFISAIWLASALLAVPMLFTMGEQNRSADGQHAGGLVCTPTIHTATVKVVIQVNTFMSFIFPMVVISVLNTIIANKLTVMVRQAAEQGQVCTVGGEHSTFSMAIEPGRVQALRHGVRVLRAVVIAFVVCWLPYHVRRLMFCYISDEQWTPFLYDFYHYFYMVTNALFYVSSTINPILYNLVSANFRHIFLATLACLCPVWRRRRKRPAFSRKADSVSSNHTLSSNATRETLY
Yfh1-off respiration: mitochondrial function rescue without frataxin homolog – Friedreich's ataxia, plus single-dose screen, dose response (AID 1465); S. cerevisiae Yfh1-off respiration, WST-1 reduction, 72 h; higher fold induction means a stronger effect; one-dose fold induction at 50 µM; EC50 in µM for titrated hits; actives 0.074% (n = 220,000);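 active = fold induction of absorbance versus untreated yeast above a set limit, then at least 30% activation at any dose in follow-up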;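 note: activators that raise dye reduction in frataxin-depleted yeast; strong numbers were not always called active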
TNAP activators: stimulation of alkaline phosphatase TNAP activity – biochemical, luminescent, no phosphate acceptor, uHTS, primary screen (AID 1001); purified TNAP, luminescent activation assay, no phosphate acceptor; higher activation fold means a stronger effect; one-dose activation fold at 20 µM; EC50 in µM for titrated hits; actives 0.03% (n = 200,000); in the data active = activation fold from about 3, or a potency from the dose series; inactive = the rest, 99 in 100 with activation fold below about 1.6; note: many of its hits are not listed in these tables
KOR beta-arrestin-2: KOR antagonists, beta-arrestin recruitment, cell-based, luminescence, uHTS (AID 1778); KOR beta-arrestin recruitment, luminescence, antagonist mode; higher % means a stronger effect; inhibition, % at 10 µM, or IC50 in µM where a hit was titrated; actives 0.091% (n = 290,000); note: strong numbers were not always called active
HEK293 NOD2/NF-kB: inhibition of NOD2-driven NF-kB reporter – cell-based, luminescence, uHTS, HEK293 (AID 1566); actives 0.63% (n = 290,000); HEK293 NOD2/NF-kB luciferase reporter, luminescence; higher % means a stronger effect; inhibition, % at 4 µM; hits with a dose series show EC50 in µM; note: many of its hits are not listed in these tables
GPR55 activation: GPR55 agonists via beta-arrestin recruitment, primary screen, imaging, U2OS cells, beta-arrestin-GFP redistribution (AID 1961) | actives 0.048% (n = 290,000) | one-dose activation, % at 10 µM; EC50 in µM for titrated hits | U2OS GPR55 beta-arrestin-GFP redistribution imaging; higher % means a stronger effect;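 active = activation above 40% with more than 50 cells counted in the well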;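 note: U2OS osteosarcoma cells stably expressing GPR55 and beta-arrestin-GFP; plate controls were DMSO negative control for no effect and LPI positive control for full effect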
NTR1 ag cell count 20 µM: further read-out of NTR1 ag, marked with its call; cell count; measured here: cell count, cytotoxicity flag
Active calls of the source: *; i = inactive; nt = not tested or not shown; [ ] = dose if it differs, or a comment. Cut-off read from the data, not from the text of the source, unless noted: active = inhibition above about 50%; inactive = the rest. This is a subset; the hit share may differ from the screen's.

Start of the listing, in advance, three compounds:
SMILES	NOD1 NF-kB reporter	KOR beta-arrestin-1	CSM14.1 death rescue	NTR1 ag	NTR1 ag cell count 20 µM	Yfh1-off respiration	TNAP activators	KOR beta-arrestin-2	HEK293 NOD2/NF-kB	GPR55 activation
O=C(Nc1cccc(-c2nc3cccnc3s2)c1)c1ccco1	-19.6%	-0.2%	nt	2.8	43	i	1.1	-68.8%	-19.7%	0.2%
CCCCNC(=S)Nc1cccc(C(C)=O)c1	-11.1%	5.2%	-0.3%	-0.7	62	i	1.1	18.4%	8.5%	0.7%
CC1Oc2ccccc2N(CC(=O)NC2CCCC2)C1=O (stereo not drawn)	-10.0%	0.3%	nt	-0.4	60	nt	nt	-15.9%	-10.3%	-0.1%

All compounds of this part, from the start:
SMILES	NOD1 NF-kB reporter	KOR beta-arrestin-1	CSM14.1 death rescue	NTR1 ag	NTR1 ag cell count 20 µM	Yfh1-off respiration	TNAP activators	KOR beta-arrestin-2	HEK293 NOD2/NF-kB	GPR55 activation
O=C(Nc1cccc(-c2nc3cccnc3s2)c1)c1ccco1	-19.6%	-0.2%	nt	2.8	43	i	1.1	-68.8%	-19.7%	0.2%
CCCCNC(=S)Nc1cccc(C(C)=O)c1	-11.1%	5.2%	-0.3%	-0.7	62	i	1.1	18.4%	8.5%	0.7%
CC1Oc2ccccc2N(CC(=O)NC2CCCC2)C1=O (stereo not drawn)	-10.0%	0.3%	nt	-0.4	60	nt	nt	-15.9%	-10.3%	-0.1%
CCc1c(C)sc2nc(SCC(=O)Nc3cc(C)on3)n(CCOC)c(=O)c12	-27.6%	1.9%	4.2%	1.4	60	i	1.1	-31.5%	-2.1%	-0.1%
CCC(C)c1ccccc1NC(=O)COC(=O)CCc1cc(OC)c(OC)c(OC)c1 (stereo not drawn)	-2.5%	15.9%	-4.1%	1.2	38	i	1.1	9.0%	0.1%	-0.1%
O=C(CSc1ccc2ccccc2c1)Nc1ccc(S(=O)(=O)Nc2nccs2)cc1	1.2%	1.7%	8.5%	-0.3	65	i	1.1	-25.1%	4.4%	-0.4%
CCOc1cccc(C=NCCc2ccc(OC)c(OC)c2)c1O	-19.4%	-5.8%	nt	2.0	70	nt	nt	-6.6%	1.1%	-0.1%
CC(=O)c1cccc(NC(=O)CSc2ccc(-c3ccc4c(c3)OCO4)nn2)c1	-6.4%	13.6%	-0.3%	3.5	53	i	1.1	-41.7%	-6.3%	0.9%
Cc1cc(O)c(C2(O)C(=O)Nc3cc(Br)ccc32)cc1C (stereo not drawn)	-6.5%	-3.7%	nt	-0.3	82	nt	nt	14.6%	9.0%	-0.1%
O=C(C1CCCCC1)N1CCCC(c2nc(-c3ccc(F)cc3)no2)C1 (stereo not drawn)	-0.4%	-1.7%	1.3%	0.3	53	i	1	15.5%	10.1%	-0.1%
Cc1cccc(CNC(=O)c2cc(S(=O)(=O)N3CCOCC3)cn2C)c1	-9.3%	9.1%	nt	0.5	43	nt	nt	-42.7%	4.4%	-0.1%
CC(=O)c1c(C)nn(CC(O)Cn2c3c(c4cc(C)ccc42)CCCC3=O)c1C (stereo not drawn)	-13.4%	0.8%	-1.6%	-0.3	87	i	1	-38.4%	-11.0%	-0.2%
O=C(COC(=O)/C=C/c1ccc(OC(F)F)cc1)NCc1cccs1	4.5%	-2.9%	-2.6%	-0.4	34	i	0.9	-15.0%	14.3%	-0.1%
Cc1cc2cc(CNC(=S)NC3CCCCC3)ccc2n1C	11.7%	-6.1%	-1.0%	0.7	45	i	1.3	-22.6%	21.3%	0.0%
Cc1ccc(CN2CCC(n3nccc3NC(=O)CCCc3ccccc3)CC2)o1	-34.1%	6.4%	nt	1.4	66	nt	nt	0.6%	-8.1%	-0.1%
CS(=O)(=O)c1ccccc1C(=O)Nc1cc2c(cc1C(=O)O)OCCCO2	-8.6%	-1.9%	nt	-1.5	48	nt	nt	-11.9%	-8.9%	-0.1%
O=C(NCCCO)NC12CC3CC(CC(C3)C1)C2	-4.9%	-2.5%	-0.5%	1.3	53	i	1.2	5.4%	-0.6%	-0.1%
Cc1ccccc1N1C(=O)CC(N(O)c2ccccc2)C1=O (stereo not drawn)	-8.7%	8.8%	0.4%	0.8	86	i	2.8	-30.0%	-11.7%	-0.1%
CCOc1ccc(NC(=O)COc2nsnc2N2CCCCC2)cc1	-31.2%	0.3%	0.1%	13.5	54	i	1.1	15.3%	9.2%	-0.1%
Cn1c(=O)[nH]c(NC2CCCCC2)c(N=O)c1=O	-2.2%	0.9%	-1.9%	5.6	50	i	1.1	21.4%	0.1%	-0.3%
CCCCCc1cc(=O)oc2c(C(CCN(CC)CC)c3ccc(OC)cc3)c(OC)cc(OC)c12 (stereo not drawn)	-2.7%	-4.4%	nt	27.7	74	i	nt	7.4%	19.1%	0.6%
Cn1c(=O)n(C)c2cc(/C=C3/SC(=O)N(CC(=O)N4CCOCC4)C3=O)ccc21	-43.5%	1.9%	-0.6%	1.0	46	i	1.1	-7.7%	3.0%	-0.2%
Cc1ccc(C(=O)N/C(=C/c2ccco2)C(=O)O)cc1	-29.3%	-6.4%	0.8%	-0.5	35	i	1	3.5%	12.1%	-0.2%
CCC1(C(=O)OC)CCc2c(cc(OC)c3ccccc23)C1=O (stereo not drawn)	20.8%	-1.2%	nt	3.4	63	i	nt	0.8%	-15.9%	0.9%
COc1ccc(OCC(=O)N2CCN(C(=O)COc3ccccc3)CC2)cc1	-13.4%	-3.8%	-1.7%	2.4	64	i	1.1	-2.3%	1.3%	-0.1%
C[C@@H]1CN(c2c(F)c(F)c3c(=O)c(C(=O)O)cn(C4CC4)c3c2F)C[C@H](C)N1	4.9%	0.6%	nt	-1.2	105	nt	nt	11.8%	12.6%	0.5%
CN(CCc1ccccc1)C1CCCN(S(=O)(=O)CC(F)(F)F)C1 (stereo not drawn)	5.2%	-1.3%	nt	1.4	70	nt	nt	-42.5%[20 µM]	0.4%	0.2%
CN(C)CCCNc1ccc(-c2nn(C)c(=O)c3ccccc23)cc1[N+](=O)[O-]	-21.7%	-4.4%	-2.0%	-1.4	39	i	0.9	25.7%	8.7%	0.1%
CCOC(=O)c1c(NC(=O)Cn2c(=O)oc3ccccc32)oc(C)c1C(C)=O	-14.0%	2.1%	0.9%	-0.4	45	i	1.1	9.7%	5.1%	0.6%
CC1(C)CC(=O)C2=C(C1)N(c1cccc(O)c1)C1=C(C2)C(=O)CC(C)(C)C1	13.4%	-2.4%	-0.4%	4.1	65	i	1.1	39.7%	2.6%	0.6%
COc1ccccc1Nc1nc(N)nc(CSc2nc(C)cc(C)n2)n1	20.1%	-2.4%	-0.7%	1.0	86	i	1.1	12.4%	32.5%	-0.2%
Clc1cccc(OCCn2cncn2)c1Cl	-17.9%	1.2%	nt	-1.3	68	i	1	-9.7%	-7.9%	-0.1%
O=C(CN1C(=O)NC2(CCCCC2)C1=O)Nc1ccc(S(=O)(=O)N2CCOCC2)cc1	-28.3%	-0.6%	nt	-4.6	84	i	1	28.3%	0.5%	-0.1%
CCCCc1nc2cc(C(=O)N3CCC[C@H]3CO)ccc2o1	-21.5%	0.2%	nt	0.1	67	nt	nt	-35.3%	-15.4%	-0.1%
CC(C1CC2CCC1C2)N1CC(O)=C(c2nc3ccccc3[nH]2)C1=N (stereo not drawn)	10.3%	7.9%	nt	0.1	66	i	nt	9.1%	17.9%	0.2%
Cc1ccc(C(=O)NCc2nc3ccccc3[nH]2)o1	-29.8%	1.5%	nt	-0.2	58	nt	nt	10.3%	0.7%	0.3%
COc1ccc(CCNC(=O)CC(=O)N/N=C/c2ccc(Br)cc2)cc1OC	-20.4%	9.0%	nt	0.6	64	nt	nt	-7.6%	9.3%	0.3%
O=C(NC(=S)N1CCCC1)c1ccc(Cl)cc1	-37.6%	-0.8%	nt	0.8	57	nt	nt	0.9%	-6.4%	0.0%
CC1=CC(C)(C)Nc2ccc(OC(=O)CCN3C(=O)c4ccccc4C3=O)cc21	54.6%	-3.9%	-0.4%	-1.8	57	i	1	44.2%	12.2%	-0.2%
COc1ccc(CCNCc2ccc(OCc3ccccc3)cc2)cc1	11.6%	7.3%	nt	-0.8	29	nt	nt	-19.6%	-39.1%	-0.1%
CCCNC(=O)CN1C(=O)NC(CCSC)C1=O (stereo not drawn)	-9.2%	2.5%	nt	-0.5	49	i	nt	16.9%	17.0%	0.6%
COc1cc(C(=S)N2CCOCC2)cc(OC)c1OC(=O)c1cc([N+](=O)[O-])cc([N+](=O)[O-])c1	1.0%	-1.9%	4.3%	6.7	54	i	1.1	6.1%	10.6%	-0.1%
COc1ccc(C2=NC(C)(C)Cc3cc(OC)c(OC)cc32)cc1OC	3.2%	2.1%	nt	-1.2	47	nt	nt	-14.8%[20 µM]	14.3%	0.2%
CS(=O)(=O)c1cccc(NC(=O)C2CCCN2S(=O)(=O)c2ccc(F)cc2)c1 (stereo not drawn)	8.1%	0.0%	nt	-1.8	29	nt	nt	-9.4%	-6.1%	-0.2%
COc1ccc(CCNC2=NCC(C)S2)cc1 (stereo not drawn)	0.8%	7.5%	-1.2%	-0.9	101	i	1.1	10.2%	2.5%	0.3%
COC(=O)[C@@H]1Cc2c([nH]c3ccccc23)C(C)(C)N1C(=O)CCl	25.2%	0.0%	nt	4.1	77	nt	nt	-13.3%	-109.7%	-0.2%
COc1cc(CC(=O)N2CCC(n3nccc3NC(=O)C3CC3)CC2)cc(OC)c1OC	-10.3%	2.7%	nt	0.2	59	nt	nt	1.1%	6.2%	-0.1%
O=C(NNC(=O)c1ccc(F)cc1F)c1ccc(-n2cnnn2)cc1	-24.1%	-6.5%	nt	-0.4	54	nt	nt	5.5%	-4.6%	0.0%
Cc1ccc(NC(=S)NCc2ccco2)c(C)c1	-5.8%	-0.7%	nt	-0.3	49	i	nt	22.6%	-4.8%	0.1%
N#Cc1nc(-c2ccc(OCc3ccc(Cl)cc3)cc2)oc1N1CCOCC1	-16.0%	18.4%	0.2%	1.0	52	i	1.1	-203.1%	-10.3%	-0.2%
Cc1cccc(NC(=S)N/N=C2\CC(C)(C)Oc3ccc(O)cc32)c1	13.5%	-8.4%	-0.6%	3.8	89	i	1.1	1.1%	21.1%	0.2%
Cc1cccc2[nH]c3c(N4CCC5(CC4)OCCO5)ncnc3c12	21.6%	3.4%	-1.1%	0.1	83	i	1.1	-42.6%	-12.1%	0.0%
CC(=O)N1N=C(C)CC1c1ccc(OCc2ccccc2)cc1 (stereo not drawn)	-20.8%	0.8%	1.2%	-0.4	38	i	1.1	-5.2%	21.0%	-0.1%
Cc1cc(Cl)ccc1OCC(=O)Nc1ccncc1	23.8%	3.5%	nt	-0.4	59	nt	nt	-41.1%[20 µM]	39.3%	1.1%
C=CCSc1nc(C)c(Cc2cccc3ccccc23)c(=O)[nH]1	41.9%*	-7.0%	-0.6%	3.4	25	i	1	-0.8%[20 µM]	19.7%	0.3%

High-throughput results as filed in PubChem.
